TPT1 inh – inhibitors of Candida albicans tRNA 2'-phosphotransferase TPT1. recombinant caTPT1, FP RNA substrate dephosphorylation. inhibition, % at 5 µM. 0.81% of 300,000 active;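 active = inhibition above the mean of all tested compounds plus 3 SD, set per screening campaign, cut at about 24% in these data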;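 note: plate controls were DMSO alone for no effect and ferristatin control at 100 nM for full effect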
JMJD2C inh – human JMJD2C demethylase inhibition; Q9H3R0; GST-JMJD2C(1-420) H3K9me3 demethylation, DELFIA europium; inhibition, % at 2.35 µM; 0.069% of 330,000 active; AID 2099;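 active = more than half of a compound's replicate wells show inhibition beyond 50%, single wells judged on their own value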;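 note: signal counts dimethyl H3K9 product captured on neutravidin plate; 0% = median of DMSO wells and 100% = 0.3 times that DMSO median; strong numbers were not always called active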
Target sequence (Q9H3R0 1-420 limits assumed): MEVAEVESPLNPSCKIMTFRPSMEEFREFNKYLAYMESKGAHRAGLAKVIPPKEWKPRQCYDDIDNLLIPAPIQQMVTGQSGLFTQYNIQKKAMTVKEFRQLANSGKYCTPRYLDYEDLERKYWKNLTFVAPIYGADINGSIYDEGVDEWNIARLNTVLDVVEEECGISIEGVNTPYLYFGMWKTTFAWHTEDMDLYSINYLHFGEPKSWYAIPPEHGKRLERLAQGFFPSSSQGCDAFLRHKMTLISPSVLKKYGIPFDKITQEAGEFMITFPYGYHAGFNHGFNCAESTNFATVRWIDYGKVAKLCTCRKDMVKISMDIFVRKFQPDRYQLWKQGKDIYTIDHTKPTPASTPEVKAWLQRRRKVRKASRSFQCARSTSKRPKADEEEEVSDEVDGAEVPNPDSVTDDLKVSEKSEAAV
ZTA counter – ZTA (EBV) inhibition in EBNA-1 counter-screen; inhibition, % at 11 µM; P03206; 0.15% of 320,000 active; AID 2234; ZTA-DNA binding, fluorescence polarization; in the data active = inhibition above about 33%
Target sequence (P03206 whole entry, looked up): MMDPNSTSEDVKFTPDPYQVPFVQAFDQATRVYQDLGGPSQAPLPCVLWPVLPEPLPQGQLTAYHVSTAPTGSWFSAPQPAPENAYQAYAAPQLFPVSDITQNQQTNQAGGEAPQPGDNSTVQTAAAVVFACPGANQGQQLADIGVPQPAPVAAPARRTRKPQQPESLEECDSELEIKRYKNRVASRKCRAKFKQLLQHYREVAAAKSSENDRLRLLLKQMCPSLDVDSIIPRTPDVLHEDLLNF
EBNA-1 inh – blocks EBNA-1 binding to DNA | EBNA-1 DNA binding, fluorescence polarization | inhibition, % at 14.8 µM | 0.34% of 300,000 active; in the data active = inhibition above about 28%
CTSL1 counter – blocks F. hepatica cathepsin L1 in PFM18AAP counter-screen | recombinant F. hepatica cathepsin L1, Z-Leu-Arg-MCA fluorescence | inhibition, % at 5.96 µM | 0.49% of 300,000 active | AID 1906;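 active = inhibition above the mean of all tested compounds plus 3 SD, set per screening campaign, cut at about 17% in these data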;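 note: 0% = plate median of test compound wells and 100% = 1 µM Z-Phe-Ala-diazomethylketone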
Yeast superoxide – yeast age-related superoxide inhibition as caloric restriction mimetic | S. cerevisiae aged cells, superoxide DHE fluorescence; hits give low values | superoxide response (% of plate mean), % at 10 µM | 0.18% of 330,000 active | AID 2690;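 active = superoxide response under a set limit, about three screen SD below normal, cut at about 65% in these data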;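 note: yeast aged for seven days with compound at 30 °C before DHE staining; 100% = average MFI of all compound-treated wells on the plate with controls excluded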
PP5 inh – inhibitors of human protein phosphatase 5 (PP5) | AID 1987 | inhibition, % at 6.7 µM | purified PP5c, OMFP substrate fluorescence | P53041 | 0.18% of 320,000 active;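 active = inhibition above the campaign's mean inhibition across all tested compounds plus 3 SD, cut at about 9.5% in these data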;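 note: 0% = DMSO only and 100% = 100 µM cantharidin control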
PP1 counter – PP1-alpha (human) inhibition in PP5 counter-screen; P62136; purified PP1alpha, OMFP fluorescence; inhibition, % at 6.7 µM; 0.9% of 320,000 active;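 active = inhibition above the mean inhibition of all tested compounds plus 3 SD, computed separately for each screening campaign, cut at about 15% in these data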
Target sequence (P62136 whole entry, looked up): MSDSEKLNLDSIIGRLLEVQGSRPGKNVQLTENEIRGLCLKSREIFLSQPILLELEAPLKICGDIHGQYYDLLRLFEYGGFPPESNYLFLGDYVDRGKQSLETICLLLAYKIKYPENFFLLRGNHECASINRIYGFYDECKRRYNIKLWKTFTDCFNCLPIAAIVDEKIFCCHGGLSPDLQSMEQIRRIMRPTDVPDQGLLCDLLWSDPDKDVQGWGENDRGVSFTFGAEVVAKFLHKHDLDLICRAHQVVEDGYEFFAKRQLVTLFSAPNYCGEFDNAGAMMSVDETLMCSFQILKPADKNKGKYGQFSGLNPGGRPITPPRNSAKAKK
core dimer inh – HCV core protein dimerization inhibition. 0.33% of 300,000 active. inhibition, % at 5 µM. TR-FRET GST/Flag-core106 dimerization, 1536-well;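 active = inhibition above the mean of all tested compounds plus 3 SD, set per screening campaign, cut at about 45% in these data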
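System – GST-tagged and Flag-tagged HCV core protein residues 1-106 · Repeats – one well for each compound · Technique – TR-FRET 671 and 617 nm emission · Doses – one concentration, 5 µM, in 0.5% DMSO · Times – 4 h, 22.5 °C incubation · Also added – Eu donor and XL665 acceptor anti-tag antibodies · Measure – percent inhibition of core106 dimerization signal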
Numbers without * were called inactive; i = inactive; x = no result given.

SMILES	TPT1 inh	JMJD2C inh	ZTA counter	EBNA-1 inh	CTSL1 counter	Yeast superoxide	PP5 inh	PP1 counter	core dimer inh
CNc1nc(Nc2ccc(C)c(Cl)c2)nc(N)c1[N+](=O)[O-]	-1	-3	15	-6	2	110	1.6	12	9
O=C(Nc1cc(C(F)(F)F)ccc1-n1cncn1)c1ccc(F)cc1Cl	x	6	-13	x	x	87	1.6	-3	x
Cc1ccc(C)c(S(=O)(=O)N2CCN(C(=O)CCc3c[nH]c4ccccc34)CC2)c1	x	0	-16	x	x	99	1.6	0	x
CC(=O)c1c(N2CCCCC2)nc(=S)n(-c2ccccc2)c1C	-9	3	3	7	0	95	-0.1	0	-4
Cc1ccc(S(=O)(=O)N(C)C)cc1NC(=O)CN1C(=O)NC(Cc2c[nH]c3ccccc23)C1=O (stereo not drawn)	7	76	-3	-11	1	80	1.0	2	-1
CC(C)C(O)(C#CCN1CCCC1)c1ccccc1 (stereo not drawn)	-3	-13	4	-2	-1	113	1.7	-7	-3
CC(C)n1c(NCc2ccccc2O)nc2ccccc21	2	-1	10	-5	1	97	1.7	-1	11
CCCc1cc(=O)n2[nH]cnc2n1	-5	5	2	-1	-4	i	0.5	1	-5
COc1ccc(-c2nnc(-c3ccc(Br)o3)o2)cc1OC	0	11	0	12	2	116	1.9	5	3
O=C1C=C(c2cccc(Br)c2)C[C@@H](c2ccc(F)cc2)C1	x	-3	4	x	x	113	2.7	2	x
Cc1onc(-c2c(F)cccc2Cl)c1C(=O)N=C(N)N1CC(C)OC(C)C1 (stereo not drawn)	-1	-11	3	-16	-2	86	2.0	-2	-2
O=C(Nc1nccs1)c1ccc(COc2ccc(F)cc2)o1	5	-11	0	-10	-12	153	4.5	3	4
CC(OC(=O)C1CCN(S(=O)(=O)c2ccc3c(c2)OCCO3)CC1)C(=O)N(C)c1ccccc1 (stereo not drawn)	x	1	-13	x	x	110	1.1	3	x
CCCc1nc2n[nH]c(N)c2c2c1CCC2	-3	9	1	4	-2	97	1.6	-1	-3
COc1ccc(-c2nnc(SC(=O)N3c4ccccc4Sc4ccccc43)o2)cc1	-1	0	7	6	7	144	0.4	-3	-8
COc1ccc([C@@]2(C(C)C)ON(c3ccccc3C(F)(F)F)C2=O)cc1	x	6	-2	x	x	95	1.4	2	x
CC(C)(C)OC(=O)N1CCC(c2c(C(=O)NCC3CCN(C4CCCC4)C3)cnn2-c2cccc(Cl)c2)CC1 (stereo not drawn)	-4	27	-10	-5	-4	95	-1.0	-1	-2
COc1cc(C(=O)COC(=O)CNC(=O)C2CCCCC2)cc(OC)c1OC	2	-1	-1	4	36*	98	-2.5	-1	-5
CC1CCCN(S(=O)(=O)c2ccc(NC(=O)CN3CCN(C)CC3)cc2)C1 (stereo not drawn)	-3	-6	-9	2	-4	91	-1.0	-1	-3
CCc1ccn2cc(-c3cc(-c4ccccc4)no3)nc2c1	-4	29	14	4	0	80	-1.1	-1	5
C=C(C)COc1ccc2c(C)c(CCC(=O)N3C[C@H]4C[C@@H](C3)c3cccc(=O)n3C4)c(=O)oc2c1	-3	4	0	1	-2	92	3.1	0	2
Fc1ccc(Oc2ccc3nnc(C(F)(F)F)n3n2)cc1	2	-2	6	3	0	89	1.6	1	0
COC(=O)c1ccc(COC(=O)CNS(=O)(=O)c2ccc(C)cc2)cc1	-4	-8	8	-9	-33	99	2.8	0	-2
COCCN(CCOC)C(=O)COC(=O)c1cc([N+](=O)[O-])ccc1Cl	2	3	-1	0	-2	106	-1.5	-8	-1
OC1(c2cccs2)CN(c2ccccc2)C2=[N+]1CCCC2 (stereo not drawn)	0	8	9	-9	-1	98	2.0	-3	-1
Cc1ccc(CNc2ccc3c(c2)nc(C)n3C)cc1	-4	-1	-9	2	-3	98	0.9	-6	-15
CCOC(=O)c1cnc(SCc2nc(N)nc(Nc3ccc(OC)cc3)n2)nc1N	-2	2	3	0	0	103	1.9	0	-4
CC(C)CNC(=O)CN(c1cccc(Cl)c1)S(C)(=O)=O	7	-2	-1	-3	-1	82	-0.3	-4	1
Cc1ccc(C(=O)CCC(=O)NN2C(=O)NC3(CCCCC3)C2=O)cc1	-1	-11	-24	1	-36	93	-0.6	-5	-4
Cc1[nH]c(=O)[nH]c(=O)c1CSCC(=O)OCC(=O)Nc1ccccn1	-1	-2	3	3	0	113	-3.9	-4	-6
Cc1cccc(N2CCN(S(=O)(=O)c3cnc[nH]3)CC2)c1C	-2	0	7	2	2	84	2.4	-3	14
CC(C)CCNC(=O)[C@@H](NC(=O)c1c(F)cccc1F)C(C)C	-1	5	-4	-12	-3	110	2.6	-3	4
CCN1C(=O)C(CC(=O)Nc2ccc(OC)cc2)N(Cc2ccco2)C1=S (stereo not drawn)	3	5	9	2	3	90	-0.6	-3	1
C[C@@H](NC(=O)c1ncn(Cc2ccccc2)c1C(=O)N[C@H](C)c1ccccc1)c1ccccc1	x	8	0	x	x	104	3.1	2	x
COc1cc(OC)cc(OC(=O)C2CCN(C3=NS(=O)(=O)c4ccccc43)CC2)c1	x	x	13	x	x	110	-1.5	-5	x
O=C(CSCc1ccc(Cl)cc1)NCc1ccc2c(c1)OCO2	-6	27	8	-4	2	111	0.5	0	2
Cc1cc(-c2nnc(CCC(=O)NCc3cccc(C(F)(F)F)c3)o2)no1	0	3	-3	-14	4	84	1.1	0	5
C#CCOCCOCCOCCNc1nc(N2CCN(C(=O)[C@H]([C@@H](C)CC)n3cc(CCCN=C(N)N)nn3)CC2)nc(N2CCN(C(=O)[C@H](CCCCN)n3cc(CC(C)O)nn3)CC2)n1 (stereo partly drawn)	1	x	-6	-2	1	101	-0.6	2	0
COc1cccc(NC(=O)Nc2cc(C(=O)NCC3CCCO3)ccc2N2CC3CC(C2)c2cccc(=O)n2C3)c1 (stereo not drawn)	-2	-2	-1	-1	3	97	-2.4	-2	-5
COc1ccc(C(=O)Nc2ccccc2C(=O)N2CCCCCC2)cc1OC	-1	6	-3	-1	1	101	1.6	-2	-3
COC(=O)CNC(=O)COC(=O)/C=C/c1ccc2ccccc2n1	-6	15	-16	0	-5	124	1.5	-2	-6
Cc1cc(C)n2nc(CC(=O)NNC(=O)c3ccc(N(C)C)cc3)nc2n1	4	19	-6	-5	36*	118	-0.9	-3	3
CCCCCn1c(CN2CCN(Cc3ccccc3)CC2)nc2c1c(=O)[nH]c(=O)n2C	0	2	-13	-1	-1	91	0.3	1	2
CCNc1nc(NCC)nc(SCCOC(=O)Nc2ccccc2)n1	-2	4	11	-6	0	103	1.4	0	2
O=C(CNS(=O)(=O)c1ccc(Br)cc1)OCc1cc(=O)n2cc(Br)ccc2n1	3	-17	1	5	-29	100	1.7	3	24

Reprinted at random: five entries already listed
SMILES	TPT1 inh	JMJD2C inh	ZTA counter	EBNA-1 inh	CTSL1 counter	Yeast superoxide	PP5 inh	PP1 counter	core dimer inh
CCNc1nc(NCC)nc(SCCOC(=O)Nc2ccccc2)n1	-2	4	11	-6	0	103	1.4	0	2
Cc1cc(-c2nnc(CCC(=O)NCc3cccc(C(F)(F)F)c3)o2)no1	0	3	-3	-14	4	84	1.1	0	5
C#CCOCCOCCOCCNc1nc(N2CCN(C(=O)[C@H]([C@@H](C)CC)n3cc(CCCN=C(N)N)nn3)CC2)nc(N2CCN(C(=O)[C@H](CCCCN)n3cc(CC(C)O)nn3)CC2)n1 (stereo partly drawn)	1	x	-6	-2	1	101	-0.6	2	0
C[C@@H](NC(=O)c1ncn(Cc2ccccc2)c1C(=O)N[C@H](C)c1ccccc1)c1ccccc1	x	8	0	x	x	104	3.1	2	x
O=C(CNS(=O)(=O)c1ccc(Br)cc1)OCc1cc(=O)n2cc(Br)ccc2n1	3	-17	1	5	-29	100	1.7	3	24

Going on with the list.
SMILES	TPT1 inh	JMJD2C inh	ZTA counter	EBNA-1 inh	CTSL1 counter	Yeast superoxide	PP5 inh	PP1 counter	core dimer inh
COc1ccc(CCNC(=O)CS(=O)(=O)Cc2nc(-c3ccc(C)cc3)oc2C)cc1OC	-5	2	-8	-8	-24	130	-0.6	13	-3
COc1ccc(Br)cc1/C=N/NC(=O)c1ccc(COc2ccc3c(c2)CCC3)o1	-5	-4	6	13	5	105	-1.4	0	35
COc1ccc(-n2c(SCC(=O)Nc3ccc(C(N)=O)cc3)nc3c([nH]c4ccccc43)c2=O)cc1OC	-2	-5	-24	2	2	94	3.2	3	-11
C=CCN(C(=O)c1cccc(C(F)(F)F)c1)C1(C(=O)Nc2ccccc2)CCN(C(C)C)CC1	-2	-7	-14	-8	2	100	-1.1	0	-2
CCCC(=O)Nc1ncnc2c1ncn2[C@@H]1O[C@@H]2OP(=O)(O)OC[C@H]2[C@H]1OC(=O)CCC	-4	x	4	4	0	88	-2.1	0	12
CC(=O)Nc1ccc2nc(-c3cccn3C)[nH]c2c1	2	-3	-18	-9	-7	108	1.6	-3	-13
Cc1ccc(-n2c(=S)sc3c(=O)n(-c4ccc(F)cc4)c(SCC(=O)O)nc32)cc1C	1	11	15	7	2	89	-2.8	2	15
COc1ccc(NC(=O)CCS(=O)(=O)c2ccccc2Cl)cc1S(=O)(=O)Nc1ccc(Cl)cc1	-1	-1	-13	-3	-6	88	0.2	5	-1
Fc1ccc(-n2c(-c3ccco3)nc3nc4ccccc4nc32)cc1	1	3	-18	1	3	112	0.5	-1	5
CCN1CC(CN(C)Cc2nc(Cc3ccccc3)no2)CC1=O (stereo not drawn)	1	-2	4	0	0	98	-3.7	-1	-1
CC1(C)N=C(c2ccccc2)C(=O)N1	2	-39	-9	5	-1	100	-3.1	0	-2
Cc1ccc(C2=NN(C(=O)c3ccco3)C(O)(C(F)(F)F)C2)cc1 (stereo not drawn)	-1	-19	3	-2	0	120	0.3	0	1
COc1cc(-c2nnc(-c3ccco3)o2)ccc1OCc1ccccc1	2	5	7	-2	4	81	4.0	2	2
CC1CCCC(NC(=O)C2CCC(CNc3c(N4CCCCC4)c(=O)c3=O)CC2)C1C (stereo not drawn)	2	-2	11	-4	-1	109	-0.5	-1	0
Brc1cccc(-c2nnc(SCc3nc4ccccc4[nH]3)o2)c1	-1	2	-12	-6	0	99	1.1	3	-5
CCCCS(=O)(=O)N1CCCC(C(=O)Nc2ccc3c(c2)CCC3)C1 (stereo not drawn)	-1	-3	-2	-9	-2	92	3.6	-6	3
Cc1cc(=O)[nH]c(SCC(=O)Nc2nnc(SCc3ccccc3)s2)n1	1	4	10	2	-2	93	-3.1	-2	9
COc1ccc(-c2cc(C(=O)N3CCc4ccccc4C3)no2)cc1OC	1	-14	4	-3	-1	110	1.7	-1	9
COc1ccc(-c2nc(CS(=O)CC(=O)NCCCN3CCCC(C)C3)c(C)o2)cc1OC (stereo not drawn)	2	7	11	4	-1	76	1.9	-2	0
CCC(C)n1c(C)nc2c(c1=O)c1nc3ccccc3nc1n2CCC1=CCCCC1 (stereo not drawn)	4	7	13	7	-2	91	-2.8	-1	4
O=c1c(-c2ccc([N+](=O)[O-])cc2)coc2c(O)c(O)ccc12	1	-5	11	-3	0	97	0.0	0	-9
COc1cccc2cc(C(=O)N3CCN(C(=O)c4ccccc4)CC3)c(=O)oc12	-5	-5	4	1	-1	131	2.9	2	-10
O=C(NC(c1ccccc1)c1cc(Cl)c2cccnc2c1O)c1cccnc1 (stereo not drawn)	-4	22	-23	-4	-2	150	2.6	4	-3
COc1ccc(/C(C)=N/NC(=O)CNC(=O)COc2ccccc2)c(OC)c1	2	-1	-2	2	1	104	-0.8	-1	3
Cc1cc(O)c(C(C[N+](=O)[O-])c2ccc(Cl)cc2Cl)c(=O)o1 (stereo not drawn)	-2	117	-15	12	2	103	4.2	-1	4
COc1cccc(OCCSc2nc3ccccc3c(=O)[nH]2)c1	-3	-3	8	2	1	94	-1.5	-1	4
CCN(CC)CCCN(C(=O)c1ccccc1C)c1nc(-c2ccc(OC)cc2)cs1	0	-2	-29	-4	0	108	1.5	6	-17

High-throughput results deposited in PubChem BioAssay by several laboratories.
